HDAC3 inh = blocks human histone deacetylase 3; O15379; recombinant HDAC3, fluorogenic peptide/trypsin coupled, fluorescence; inhibition, % at 8.3 µM; actives 0.15% (n = 320,000); in the data active = inhibition above about 26%, passing the limit was not always enough; inconclusive = no clear call, values can overlap the other calls
Target sequence (O15379 whole entry, looked up): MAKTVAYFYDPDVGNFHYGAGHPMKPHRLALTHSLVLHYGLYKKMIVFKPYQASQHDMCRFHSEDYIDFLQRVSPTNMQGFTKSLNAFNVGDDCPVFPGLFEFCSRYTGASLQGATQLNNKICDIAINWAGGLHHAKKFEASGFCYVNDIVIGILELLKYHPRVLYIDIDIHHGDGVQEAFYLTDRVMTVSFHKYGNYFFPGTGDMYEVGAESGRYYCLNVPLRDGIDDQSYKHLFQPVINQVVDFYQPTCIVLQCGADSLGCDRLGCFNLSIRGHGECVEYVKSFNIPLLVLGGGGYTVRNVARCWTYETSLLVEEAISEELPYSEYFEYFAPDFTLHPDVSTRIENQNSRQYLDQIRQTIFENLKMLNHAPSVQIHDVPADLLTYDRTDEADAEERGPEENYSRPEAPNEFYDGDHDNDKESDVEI
IEC-6 tox = counter-screen for KLF5 inhibitors: cytotoxicity in IEC-6 cells. IEC-6 cytotoxicity, luminescence viability. inhibition, % at 5 µM. actives 0.78% (n = 290,000); in the data active = inhibition above about 22%;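 note: 0% = plate median of test compound wells and 100% = cytotoxic reference compound wells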
aSyn UTR inh = 5' untranslated region of α-synuclein, MLPCN primary screen; alpha-synuclein 5'UTR reporter, inhibitor activity; inhibition, % (tested at 7.5 µM); actives 0.82% (n = 300,000); AID 1813; in the data active = inhibition above about 60%; inconclusive = no clear call, values can overlap the other calls;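 note: H4 neuroglioblastoma cells stably carrying SNCA 5'UTR luciferase fusion; 0% = DMSO wells and 100% = positive control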
AI-2 QS modul = Vibrio harveyi AI-2 quorum sensing modulation | Vibrio harveyi JMH597 AI-2 luminescence/OD600 ratio, 9 h; active compounds read low; strain lacks LuxN and CqsS sensors; 0 = neutral-control median | activity change, % at 7.5 µM | actives 0.4% (n = 300,000); in the data active = activity change below about -75%, passing the limit was not always enough; inconclusive = no clear call, values can overlap the other calls;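 note: luminescence divided by OD600 gain over 9 h not by final OD600 alone; inactives centre near 13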
HSF1 inh = HSF1 inhibition; NIH3T3-HGL HSE-luciferase, MG132-induced, luminescence 8 h; active compounds read low; activity change, negative = inhibition, % at 7.5 µM (by protocol); actives 0.77% (n = 300,000);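 active = more than half of replicate wells show activity change below -50%, luminescence cut by over half; inconclusive = some wells, but at most half, below -50%; inactive = no replicate well below -50%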;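 note: luciferase reports HSF-1 transcriptional activity via heat shock element; 0% = median of DMSO wells and -100% = zero luminescence signal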
KLF5 inh = suppresses KLF5 promoter-driven expression; DLD-1 KLF5 promoter-luciferase reporter, luminescence; inhibition, % at 5 µM; actives 0.23% (n = 290,000); AID 1700;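 active = inhibition above a per-plate limit of that plate's mean compound inhibition plus 3 SD, cut at about 60% in these data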;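 note: 0% = DMSO wells and 100% = LY294002 at 200 µM; higher means less KLF5 promoter-driven luciferase light; inactives centre near -14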
HSF-1 act = increases HSF-1 driven luciferase reporter signal; NIH3T3-HGL HSF-1 luciferase reporter, MG132, 8 h; 100% = twice DMSO control signal; activation, % at 9 µM; actives 1.7% (n = 300,000); AID 504408;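 active = mean replicate activation of at least 50% with a set share of replicates each reaching 50%; inconclusive = only one of those two conditions met; inactive = mean below 50% and too few replicates reaching it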;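 note: 0% = median of the neutral control wells and 100% = twice that signal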
HSP90 refold inh = blocks HSP90-mediated luciferase refolding in reticulocyte lysate; actives 0.91% (n = 290,000); Rabbit reticulocyte lysate, luciferase refolding luminescence, 3 h; inhibition, % at 5.6 µM; AID 1789;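 active = inhibition above the screen-wide mean plus 3 SD, computed separately per campaign, cut at about 16% in these data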;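 note: 0% = DMSO wells and 100% = 60 µM geldanamycin wells; inhibitors lower the luminescence because luciferase stays unfolded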
Platelet DG rel = modulates dense granule release in human platelets; human platelet-rich plasma, SFLLRN dense granule ATP release, luminescence; inhibition, %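 (compounds screened at 7.5 µM in platelet-rich plasma)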; actives 0.22% (n = 300,000); AID 1663;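 active = mean replicate score, as percent of positive control, at or above 50; inconclusive = mean below 50 but at least one replicate at or above 50; inactive = mean and every replicate below 50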
HIF activator = HIF pathway transcriptional activation; U2OS HRE-luciferase reporter, luminescence; normalized: DMSO 0%, desferrioxamine 100%; activation, % at 7.5 µM (by protocol); actives 0.32% (n = 300,000);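 active = mean activation of at least 10% of the iron chelator positive control signal, with at least half of replicates also reaching 10%; inconclusive = mean and replicate majority disagree about reaching 10%; inactive = mean and most replicates under 10%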
Active calls of the source: *; ? = inconclusive; · = no result given.

No.	Structure	HDAC3 inh	IEC-6 tox	aSyn UTR inh	AI-2 QS modul	HSF1 inh	KLF5 inh	HSF-1 act	HSP90 refold inh	Platelet DG rel	HIF activator
1	CC(C)CNC(=O)NC(=O)COC(=O)c1cc(F)cc(F)c1	9	-10	15	21	11	-11	9	0	-14	-0.4
2	O=C(CN1CCCCC1)NCC1(c2ccccc2)CCCC1	-9	0	8	3	-8	-20	-4	3	20	-0.3
3	Cc1ccn2c(=O)nc(SCC(=O)Nc3ccc4c(c3)OCO4)nc2c1	5	·	-31	21	4	·	-7	·	3	0.2
4	O=C(CCl)Nc1ccc(Sc2ccc(NC(=O)CCl)cc2)cc1	·	11	-11	19	-62*	18	-55	0	7	3.3
5	O=C(Nc1ccc(-n2nncc2-c2ccco2)cc1)c1cc2ccccc2oc1=O	-2	3	·	13	·	-12	·	2	-2	·
6	Cc1ccc(NC2CCCN(C(=O)c3ccc(-n4ccnc4)cc3)C2)cc1C (stereo not drawn)	3	-1	14	9	-3	-15	1	2	3	-0.5
7	COc1nc(N(C)C)nc(N(C#N)S(=O)(=O)c2ccc(C)cc2)n1	6	6	19	·	-6	-23	13	-1	-7	0.3
8	CCN(C(=O)c1ccc2c(SCC(=O)O)c3c(nc2c1)CCC3)c1cc(Cl)ccc1OC	1	-1	-34	11	-73*	-22	-79	-2	1	0.0
9	COc1ccc(Cl)cc1NC(=O)Cn1c(=O)oc2ccccc21	-5	6	6	12	-6	-14	21	0	2	0.5
10	O=C(N/N=C/c1cc(Cl)c(O)c(Cl)c1)c1cc2c(ccc3ccccc32)o1	-1	3	-21	?	5	-50	-6	1	-1	0.2

Some entries already given, reduced to AI-2 QS modul, HSP90 refold inh and HIF activator.
nr	SMILES	AI-2 QS modul	HSP90 refold inh	HIF activator
6	Cc1ccc(NC2CCCN(C(=O)c3ccc(-n4ccnc4)cc3)C2)cc1C (stereo not drawn)	9	2	-0.5
1	CC(C)CNC(=O)NC(=O)COC(=O)c1cc(F)cc(F)c1	21	0	-0.4

Further structures:
No.	Structure	HDAC3 inh	IEC-6 tox	aSyn UTR inh	AI-2 QS modul	HSF1 inh	KLF5 inh	HSF-1 act	HSP90 refold inh	Platelet DG rel	HIF activator
11	O=C(NC1CCCCCC1)c1cc(S(=O)(=O)N2CCCCC2)ccc1N1CCOCC1	2	7	-15	9	4	-10	6	2	-7	-0.5
12	CCN1C(=O)C(O)(C2COC(C)(C)CC2=O)c2ccccc21 (stereo not drawn)	0	5	-4	25	-6	10	-1	3	4	0.8
13	COc1ccc(Cl)cc1NC(=O)C[n+]1ccccc1	0	1	-5	7	-3	-37	17	-4	6	0.5
14	COc1ccc(NC(=O)CNC(=O)Cc2ccccc2)cc1	-6	7	-4	19	4	-7	-10	-2	11	-1.4
15	Cc1cc(/C=C2\C(=N)N3N=C(CC(=O)N4CCOCC4)SC3=NC2=O)c(C)n1-c1ccccc1	2	-1	3	26	-1	2	-15	5	21	0.2
16	CO/N=C(/CS(=O)(=O)Cc1ccccc1Cl)c1ccc(Cl)cc1Cl	0	2	13	4	0	2	-1	0	-8	0.0
17	CCOc1ccc(C(=O)NC(C(=O)NCCc2ccc(S(N)(=O)=O)cc2)C(C)C)cc1 (stereo not drawn)	-1	4	-7	-6	1	-28	17	-1	-2	0.4
18	CN(c1ccccc1)S(=O)(=O)c1cccc(NC(=O)CSc2nncn2C)c1	6	-6	-2	13	-11	-33	-17	1	4	0.1
19	COc1ccc2cc(C(=O)/C=C/c3cc(OC)c(O)c(OC)c3)ccc2c1	-4	-5	-71	-71	20	2	?	-3	-1	0.1
20	CCc1cccc(NC(=O)c2ccc(CNc3c(N4CCCC4)c(=O)c3=O)cc2)c1	4	1	15	21	-2	-38	9	1	5	-0.5
21	COc1ccc(OC)c(S(=O)(=O)N2CCC(C(=O)NC3CCCCC3)CC2)c1	-1	1	-13	24	5	-7	3	-3	6	-0.7
22	COc1ccc(Cl)cc1NC(=O)C(C)N1CCN(c2ccccn2)CC1 (stereo not drawn)	-1	-3	23	15	6	-3	2	-1	2	-1.5
23	O=C(NC1CCCCC1)NC1CC2CCC(C1)N2C(=O)NC1CCCCC1 (stereo not drawn)	·	-13	-27	8	-2	-14	10	-3	3	0.7
24	CS(=O)(=O)N1Cc2ccccc2CC1C(=O)Nc1ccccc1C(N)=O (stereo not drawn)	-8	-6	-22	17	1	5	-3	0	10	1.0
25	CCC(=O)N1CCc2cc(S(=O)(=O)N3CCN(c4ccccc4Cl)CC3)ccc21	0	-3	13	5	-1	-6	-5	-1	-7	0.0
26	Cc1cc(NCCO)c2cc(O)ccc2n1	-30	-1	-11	23	-1	-34	8	4	0	-0.3
27	O=C(N/N=C\C=C\c1ccco1)c1cncc(Br)c1	2	-6	-44	-5	2	-19	-3	-2	13	-0.1
28	CC(=O)OCCCNc1cc(Sc2nc3ccccc3s2)c2nonc2c1[N+](=O)[O-]	-1	-6	-4	-7	-79*	-23	-77	-1	-1	1.0
29	Cc1cc(C(C#N)c2ccccc2)n2ncnc2n1 (stereo not drawn)	2	2	5	·	-1	-7	-1	5	-1	-0.4
30	Clc1ccc(-c2nnc(C3CCCCC3)o2)cc1	2	2	-59	36	-2	1	15	2	2	3.4

3 of these compounds in a different format:
Results follow in this order: HDAC3 inh, IEC-6 tox, aSyn UTR inh, AI-2 QS modul, HSF1 inh, KLF5 inh, HSF-1 act, HSP90 refold inh, Platelet DG rel, HIF activator
21. COc1ccc(OC)c(S(=O)(=O)N2CCC(C(=O)NC3CCCCC3)CC2)c1
 : -1, 1, -13, 24, 5, -7, 3, -3, 6, -0.7
22. COc1ccc(Cl)cc1NC(=O)C(C)N1CCN(c2ccccn2)CC1 (stereo not drawn)
 : -1, -3, 23, 15, 6, -3, 2, -1, 2, -1.5
23. O=C(NC1CCCCC1)NC1CC2CCC(C1)N2C(=O)NC1CCCCC1 (stereo not drawn)
 : ·, -13, -27, 8, -2, -14, 10, -3, 3, 0.7

Later entries
No.	Structure	HDAC3 inh	IEC-6 tox	aSyn UTR inh	AI-2 QS modul	HSF1 inh	KLF5 inh	HSF-1 act	HSP90 refold inh	Platelet DG rel	HIF activator
31	CC(=O)N1CCCc2cc(S(=O)(=O)NCc3ccc(C)cc3)ccc21	9	2	10	31	-5	-16	14	1	-2	0.2
32	Nc1c(S(=O)(=O)c2ccccc2)c2nc3ccccc3nc2n1CCN1CCOCC1	-12	6	-8	3	0	-3	-5	3	-1	-0.2
33	CCC(C)(C)c1ccc(OCCCC[n+]2ccc(C)cc2)c(C(C)(C)CC)c1	34*	21	25	12	8	35	4	7	-1	0.2
34	Cc1nn(-c2ccccc2)c(C)c1C(=O)OCc1ccc(C#N)cc1	-9	3	-7	2	12	-42	-5	1	-1	0.2
35	O=C(/C=C/c1ccco1)NC(=S)Nc1cccc(-c2nc3ccccc3o2)c1	-7	-13	4	1	1	-29	0	-2	0	3.2
36	COc1ccc(C(=O)C[n+]2cn(C(F)F)c3ccccc32)c(F)c1	3	-4	-117	10	22	-95	?	-1	-17	2.3
37	O=C(Cn1ncc2c1-c1ccccc1OC2)N1CCN(Cc2ccc3c(c2)OCO3)CC1	-2	-2	30	12	2	-2	5	2	-2	0.1
38	O=C(NC1CCCCC1)c1ccc(CNc2nc(=S)[nH]c3ccccc23)cc1	-6	2	15	·	4	2	28	-1	6	-0.8
39	O=S(=O)(Nc1ccc(Cl)c(Cl)c1)N1CCOCC1	9	4	7	13	5	-2	1	3	-7	0.0
40	COC(=O)CSc1nnc(-c2sc3ccccc3c2Cl)o1	7	2	22	24	-29	-10	-34	6	5	-14

41	Cn1c(N)c(C(=O)/C=C/c2ccccc2)c(=O)[nH]c1=O
42	Cc1ccc(S(=O)(=O)NNC(=O)C2CCN(Cc3ccccc3)CC2)cc1
43	CCCCNC(=O)CC1N=C2c3ccccc3N=C(SCC(=O)Nc3cccc(OC)c3)N2C1=O (stereo not drawn)
44	CCOC(=O)c1c(-c2ccccc2)oc2ccc(OCC(=O)NN)cc12
45	CCOC(=O)c1oc2cc(O)c(CC)cc2c(=O)c1-c1ccc2c(c1)OCCO2
46	COC(=O)c1ccc(N2CCN(C(=O)c3ccccc3)CC2)c(NC(C)=O)c1
47	COc1cc(OC)cc(-n2c3nc4ccccc4nc3c3c(=O)n(CC4CCCO4)cnc32)c1 (stereo not drawn)
48	CCNc1c([N+](=O)[O-])ncn1C

entry no.	41	42	43	44	45	46	47	48
HDAC3 inh	·	2	-3	-32	13	-2	-5	·
IEC-6 tox	-1	4	-6	-6	2	2	·	1
aSyn UTR inh	-140	-3	11	-27	21	9	-1	-15
AI-2 QS modul	30	14	27	29	21	11	-2	15
HSF1 inh	23	-5	4	0	3	-6	-4	-4
KLF5 inh	-98	-10	-6	-52	-24	4	·	-17
HSF-1 act	44	-6	12	6	12	-1	4	-17
HSP90 refold inh	1	2	-3	-1	2	-2	·	4
Platelet DG rel	-5	-3	-1	-2	1	6	-10	13
HIF activator	4.0	0.5	-0.3	-0.9	0.2	-0.2	-0.1	0.4

Shown as a hit in HSF1 inh, of those listed so far:
entry	smiles	HDAC3 inh	aSyn UTR inh	AI-2 QS modul	HSF1 inh	KLF5 inh	HSF-1 act	HSP90 refold inh	Platelet DG rel
4	O=C(CCl)Nc1ccc(Sc2ccc(NC(=O)CCl)cc2)cc1	·	-11	19	-62*	18	-55	0	7
8	CCN(C(=O)c1ccc2c(SCC(=O)O)c3c(nc2c1)CCC3)c1cc(Cl)ccc1OC	1	-34	11	-73*	-22	-79	-2	1
28	CC(=O)OCCCNc1cc(Sc2nc3ccccc3s2)c2nonc2c1[N+](=O)[O-]	-1	-4	-7	-79*	-23	-77	-1	-1

(continued)
49	O=C(c1ccc2nc[nH]c2c1)N1CCN(c2cccc(C(F)(F)F)c2)CC1
50	CCOC(=O)c1nc(Nc2ccccc2C)c2ccccc2n1
51	Cc1ccc(C)c(N2CCN(C(=S)Nc3ccc4nc(N5CCN(C)CC5)cc(C)c4c3)CC2)c1
52	COc1ccc(N2C(=O)c3ccccc3NC2c2ccc(OC)c(CN3CCOCC3)c2)cc1 (stereo not drawn)
53	N/C(=N\OC(=O)c1ccc(Br)cc1)c1ccccc1
54	O=C(NCCN1CCN(c2ccccc2)CC1)c1ccc2c(c1)[nH]c(=S)n1c3ccccc3nc21
55	Cc1cc(CNC(=O)COc2ccc(F)cc2)c2ccccc2n1
56	NS(=O)(=O)c1ccc(NC=C2C(=O)OC3(CCCCC3)OC2=O)cc1

entry no.	49	50	51	52	53	54	55	56
HDAC3 inh	0	3	·	-7	3	-1	-5	9
IEC-6 tox	8	-6	5	-8	-4	3	7	-12
aSyn UTR inh	-13	25	-26	-73	-190	14	-33	2
AI-2 QS modul	20	13	8	13	4	35	33	28
HSF1 inh	10	-1	2	5	22	-21	1	·
KLF5 inh	-35	-15	-11	-118	-18	-11	-13	24
HSF-1 act	42	11	11	26	34	-13	5	·
HSP90 refold inh	1	1	1	3	-3	0	-1	4
Platelet DG rel	4	0	2	-8	43	2	-7	-5
HIF activator	0.0	-0.4	0.0	2.5	0.7	-0.8	0.2	-0.4
